High-throughput results from PubChem BioAssay.
LDHA block: LDHA (human) enzyme inhibition; P00338; 480,000 compounds, 0.15% hits; AID 1347041; purified LDHA, NADH/diaphorase-resazurin fluorescence; hits give low values; activity change, % (values are at about 110 or 230 µM); in the data active means activity change below about -30%; inconclusive means mostly about -25% to -30%;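 further: plate controls were DMSO wells for no effect and wells without enzyme for full effect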
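Human LDH5 (2 nM) was incubated with 0.06 mM NADH and 0.2 mM pyruvate for 5 min at room temperature in Tris pH 7.4. Remaining NADH was coupled through diaphorase/resazurin, and resorufin fluorescence was read at 0 and 20 min.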
Vif-A3F inh: blocks the Vif interaction with APOBEC3F; HeLa A3F-eYFP + Vif (tagged APOBEC3F with the HIV-1 protein that degrades it), YFP fluorescence increase; Potency, µM (top dose mostly 46.1 µM), for the others: top-dose activity, negative = active; 390,000 compounds, 0.2% hits; AID 602313; further: potency means the concentration at half of the fitted maximal effect; % of control where 0% means no effect; nearly all actives have a fitted effect of over 65% in size
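HeLa cells stably expressing Vif plus C-terminally eYFP-tagged A3F were seeded, incubated overnight at 37 deg C, dosed with compound, incubated overnight again at 37 deg C. Yellow fluorescence (Ex 488/Em 500-530) reported blocked Vif-mediated A3F-eYFP degradation.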
rTrxR1 inhibitor: blocks rat thioredoxin reductase 1 | recombinant rTrxR1, NADPH fluorescence consumption, selenite substrate | Potency, µM (top dose mostly 114 µM), for the others: at the top dose activity change, negative = inhibition, hits mostly inhibitors | 390,000 compounds, 1% hits; further: potency means the concentration at half of the fitted maximal effect; on the % scale 0 is the no-effect control and ±100 the full control effect; nearly all actives have a fitted effect of over 65% in size
Target sequence (O89049 whole entry, looked up): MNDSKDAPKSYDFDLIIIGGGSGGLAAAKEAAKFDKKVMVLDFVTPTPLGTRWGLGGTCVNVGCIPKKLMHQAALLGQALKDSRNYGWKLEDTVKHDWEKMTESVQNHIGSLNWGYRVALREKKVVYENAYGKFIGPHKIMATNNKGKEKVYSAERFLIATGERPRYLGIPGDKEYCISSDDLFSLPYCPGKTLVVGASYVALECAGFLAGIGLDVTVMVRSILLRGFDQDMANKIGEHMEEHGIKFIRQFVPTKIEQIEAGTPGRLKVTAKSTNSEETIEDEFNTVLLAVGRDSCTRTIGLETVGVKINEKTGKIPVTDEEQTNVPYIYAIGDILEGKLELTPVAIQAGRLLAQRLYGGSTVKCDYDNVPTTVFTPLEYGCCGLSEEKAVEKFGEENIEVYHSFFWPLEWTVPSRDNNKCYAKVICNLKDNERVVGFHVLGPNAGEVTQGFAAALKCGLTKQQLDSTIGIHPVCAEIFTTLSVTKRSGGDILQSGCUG
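Rat TrxR1 (90 nM in the dispensed reagent) was pre-reduced with 400 uM NADPH for 5 min at room temperature, then incubated with compound for 15 min. After 400 uM selenite was added, NADPH fluorescence (Ex 340/Em 450 nm) was followed for 8 min.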
USP1 inh: blocks the human USP1/UAF1 deubiquitinase complex. O94782. 390,000 compounds, 0.23% hits. Potency, µM (highest dose often 57.1 µM), for inactives: at the highest dose activity change, negative = inhibition, usual class: inhibitors. recombinant USP1/UAF1, Ub-Rhodamine cleavage fluorescence; further: potency means the concentration at half of the fitted maximal effect; on the % scale 0 is the no-effect control and ±100 the full control effect; nearly all actives have a fitted effect of over 60% in size; inactives centre near -12
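1 nM enzyme complex + cpd, 15 min RT; start with Ub-Rho 150nM final; kinetic fluorescence ex 480/em 540, 6 reads q60 s. Buffer 50mM HEPES pH 7.8, 0.5mM EDTA, 0.1 mg/ml BSA, 1mM TCEP, 0.01% Tween-20.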
IDH1 R132H inh: human IDH1 R132H inhibition; Potency, µM (series often up to 76.6 µM), without a hit: at the highest dose activity change, negative = inhibition, most hits filed as inhibitors; IDH1-R132H enzyme, NADPH consumption, diaphorase/resazurin fluorescence; AID 602179; 390,000 compounds, 0.093% hits; O75874; further: potency means the concentration at half of the fitted maximal effect; on the % scale 0 is the no-effect control and ±100 the full control effect; nearly all actives have a fitted effect of over 65% in size
Target sequence (O75874 whole entry R132H, stated change not applied): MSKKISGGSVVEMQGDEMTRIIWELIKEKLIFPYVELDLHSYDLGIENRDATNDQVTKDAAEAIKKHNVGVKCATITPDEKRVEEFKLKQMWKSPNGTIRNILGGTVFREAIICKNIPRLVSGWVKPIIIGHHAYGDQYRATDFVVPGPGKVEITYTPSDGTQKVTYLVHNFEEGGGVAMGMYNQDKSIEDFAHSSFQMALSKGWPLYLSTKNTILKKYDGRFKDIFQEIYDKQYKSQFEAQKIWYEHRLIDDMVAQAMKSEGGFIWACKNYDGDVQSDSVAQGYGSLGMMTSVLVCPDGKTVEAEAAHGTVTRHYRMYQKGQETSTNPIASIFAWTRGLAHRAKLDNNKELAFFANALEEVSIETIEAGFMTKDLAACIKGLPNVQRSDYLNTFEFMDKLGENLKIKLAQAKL
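IDH1-R132H (0.5 ug/mL) preincubated 30 min with compound, then NADPH (0.016 mM) and alpha-KG (2 mM) added; 80 min at RT, pH 7.5. Remaining NADPH coupled via diaphorase/resazurin to fluorescence (540/590 nm); concentration-response curves normalized to no-enzyme control.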
RGS4 inh: blocks human RGS4-accelerated GTP hydrolysis; P49798; Transcreener GDP fluorescence polarization, RGS4-accelerated GTP hydrolysis; Potency, µM (highest dose often 114 µM), without a hit: at the top dose activity change, negative = inhibition, most hits filed as inhibitors; 390,000 compounds, 0.039% hits; AID 504845; further: potency means the concentration at half of the fitted maximal effect; on the % scale 0 is the no-effect control and ±100 the full control effect; nearly all actives have a fitted effect of over 75% in size; some results filed as inactive show a strong effect at the top dose
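MLSMR compounds (23 nl, pin-transferred) preincubated 10 min at room temperature with a 500nM (2x) first reagent, then RGS4 at 900nM (2x) plus Transcreener GDP mix added; fluorescence polarization (620/688 nm) read before and after 90 min at 30 °C.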
TrxR1 substrate: is turned over as a substrate by rat TrxR1. O89049. purified TrxR1 substrate turnover, NADPH consumption readout. Potency, µM (top dose mostly 114 µM), inactives show top-dose activity change, negative = substrate turnover. 390,000 compounds, 0.01% hits. AID 588456; further: potency means the concentration at half of the fitted maximal effect; on the % scale 0 is the no-effect control and ±100 the full control effect; nearly all actives have a fitted effect of over 50% in size
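Rat TrxR1, dispensed at 90 nM, was prereduced with 400 uM NADPH (final) for 5 min at ~22 deg C, then incubated with compound 15 min before 400 uM selenite. A first-read NADPH fluorescence drop versus no-compound background flagged substrates.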
GRP78 ERSR act: induces the endoplasmic reticulum stress response in human glioma cells. U87-MG GRP78 promoter luciferase reporter, 16 h. Potency, µM, for the others: at the top dose activation, actives largely listed as activators. 420,000 compounds, 0.02% hits. AID 602332; further: potency means the concentration at half of the fitted maximal effect; series mostly up to about 76 µM; % of control where 0% means no effect; nearly all actives have a fitted effect of over 35% in size
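Stably transfected U87-MG human glioma cells carrying a GRP78-based luminescent sensor were seeded at 1000 cells/well, pin-dosed with compounds and incubated 16 h. Luciferase reagent was then added, and end-point luminescence was read after 10 min at room temperature.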
Vif-APOBEC3G blk: Vif-A3G binding inhibition | 410,000 compounds, 0.076% hits | Q9HC16 | HeLa A3G-eYFP + Vif (tagged APOBEC3G with the HIV-1 protein that degrades it), YFP fluorescence, overnight | Potency, µM (top dose mostly 46.1 µM), without a hit: at the highest dose activity, negative = active, most hits filed as inhibitors;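 further: potency means the concentration at half of the fitted maximal effect; on the % scale 0 is the no-effect control and ±100 the full control effect; nearly all actives have a fitted effect of over 60% in size; hits raise eYFP signal because A3G escapes Vif-driven loss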
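HeLa cells stably expressing Vif and C-terminally eYFP-tagged A3G, seeded overnight at 37 deg C, then exposed to compound by pintool overnight at 37 deg C. Rise in yellow fluorescence (Ex 488/Em 500-530, Acumen) marks blocked Vif-driven A3G degradation.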
Active calls of the source: *; ? = inconclusive; · = no result given; [ ] = another dose, or the depositor's remark. Unless noted, the call rests on the fitted dose curve; in most records, active means well fitted curve in the direction sought with a large enough effect; inconclusive means small, poorly fitted or top-dose-only effect, or another doubt; inactive means no such curve, though single readings can be large; an effect the other way counts as inactive or inconclusive. An excerpt. The share of hits here may be higher or lower than overall.

#	Molecule	LDHA block	Vif-A3F inh	rTrxR1 inhibitor	USP1 inh	IDH1 R132H inh
1	O=C(Nc1ccc(Cl)cc1)c1cccnc1N1CCCCC1	6	-5%	12%	-8%	1%
2	NC(=O)C1CCN(C(=O)c2ccc(-c3ccccc3Cl)o2)CC1	-5	7%	-9%	-19%	1%
3	O=C(COc1ncnc2cc([N+](=O)[O-])ccc12)NCCc1ccc(Cl)cc1	-3	12%	17%[57.1 µM]	-20%	1%
4	Cc1cccc(C)c1NC(=O)CN(C)S(=O)(=O)c1ccc(-c2ccc(=O)[nH]n2)s1	-4	1%	8%[57.1 µM]	-14%	-2%
5	Cc1ccc(CN2CCN(Cc3ccc4cccc(F)c4n3)CC2CCO)cc1 (stereo not drawn)	0	-2%	10%	-18%	10%
6	CCN(CC)CCN(C(=O)CCS(=O)(=O)c1ccccc1)c1nc2c(C)cc(C)cc2s1	-14	4%	?	-20%	1%
7	OC1(CN2CCOCC2)C2CN3CCN(C2)CC1(c1ccccc1)C3 (stereo not drawn)	1	0%	?	0%	1%
8	COc1ccc2sc(N(CCCN(C)C)C(=O)c3ccc(S(=O)(=O)N4CCc5ccccc5C4)cc3)nc2c1	-3	16%	9%	1%	0%
9	COc1ccc(NC(=O)c2cc(S(=O)(=O)N(Cc3ccccc3)c3ccccc3)ccc2Cl)cn1	0	-11%	14%[57.1 µM]	-22%	5%
10	CCn1cnc2c1c(=O)n(CC(=O)NCC(C)C)c(=O)n2Cc1ccccc1	1	5%	24%	-21%	8%
11	O=C(NCc1ccccc1F)c1ccc(CSc2nc3cccnc3n2Cc2ccccc2)cc1	-4	3%	12%	?	9%
12	Cc1ccc(C(=O)N[C@H](C(=O)Nc2sccc2C(N)=O)C(C)C)cc1	1	?	3%[57.1 µM]	-14%	-4%

#	RGS4 inh	TrxR1 substrate	GRP78 ERSR act	Vif-APOBEC3G blk
1	30%	1%	-3%	-10%
2	8%	-3%	-1%	1%
3	5%	1%[57.1 µM]	-7%	1%
4	-12%[56.9 µM]	6%[57.1 µM]	-3%	3%
5	-3%	7%	-3%	1%
6	5%	-3%	-6%	-16%
7	-20%[11.4 µM]	5%	3%	-6%
8	-12%	-5%	-15%	-21%
9	-12%	7%[57.1 µM]	-4%	-16%
10	11%	6%	-1%	0%
11	-12%	8%	-2%	-7%
12	-6%	0%[57.1 µM]	-4%	-1%

The list goes on (2 carried over from the part before).
#	Molecule	LDHA block	Vif-A3F inh	rTrxR1 inhibitor	USP1 inh	IDH1 R132H inh
11	O=C(NCc1ccccc1F)c1ccc(CSc2nc3cccnc3n2Cc2ccccc2)cc1	-4	3%	12%	?	9%
12	Cc1ccc(C(=O)N[C@H](C(=O)Nc2sccc2C(N)=O)C(C)C)cc1	1	?	3%[57.1 µM]	-14%	-4%
13	NC(=O)C1(N2CCCCC2)CCN(C(=O)CSc2nc3ccccc3[nH]2)CC1	-10	-16%	-5%	7%	2%
14	CCOC(=O)CCCCCC(=O)Nc1ccc2c(c1)CC(=O)N([C@H](C)CO)C[C@H](C)[C@H](CN(C)S(=O)(=O)c1ccc(OC)cc1)O2	0	0%	-15%	-31%	14%
15	CCOC(=O)c1ccc(NC(=O)N2CCN(C(=O)C3CCCO3)CC2)cc1 (stereo not drawn)	-6	-19%	13%[57.1 µM]	-4%	24%
16	Fc1ccc(NC(=S)N2CCOCC2)cc1Cl	-1	2%	11%	-16%	-1%
17	O=C(NCC1CC1)c1ccc(Nc2nc3ccc(Br)cc3[nH]2)cc1	-3	7%	-18%[57.1 µM]	-28%	0%
18	CCC(CC)CN1CCC(CN2C(=S)NC[C@@H]2[C@@H](C)CC)CC1	-6	7%	11%	-13%	19%
19	Cc1ccc(S(=O)(=O)N(C)CC(=O)Nc2nnc(CC(C)C)s2)cc1	-4	-6%	12%	-5%	-6%
20	Cc1cnc(C(=O)OCC(=O)Nc2cccc(S(=O)(=O)N3CCCCC3)c2)cn1	-3	4%	-16%	-9%	3%
21	COc1ccc(NC(=O)Nc2cccc3c2O[C@H](CN(C)C(=O)NC2CCCCC2)[C@@H](C)CN([C@H](C)CO)C3=O)cc1	-3	3%	-25%[57.1 µM]	-16%	0%
22	COC(=O)c1ccc(C2C=C(c3ccc(Cl)cc3)Nc3nc4ccccc4n32)cc1 (stereo not drawn)	2	-23%	-7%[57.1 µM]	-24%	-18%
23	O=C(COc1cccc(Oc2ccccc2)c1)Nc1ccc(SC(F)F)cc1	1	2%	16%	6%	1%
24	C[C@@H]1CN([C@H](C)CO)C(=O)CCCn2nncc2CO[C@H]1CN(C)Cc1cccc(O)c1	-8	-2%	·	-23%	-15%

#	RGS4 inh	TrxR1 substrate	GRP78 ERSR act	Vif-APOBEC3G blk
11	-12%	8%	-2%	-7%
12	-6%	0%[57.1 µM]	-4%	-1%
13	17%	-6%	0%	-1%
14	-4%	-1%	19%	-4%
15	-5%	8%[57.1 µM]	-2%	0%
16	-29%	0%	-5%	-1%
17	-33%	19%[57.1 µM]	-1%	-2%
18	-11%	5%	0%	0%
19	14%	2%	-2%	5%
20	-2%	-11%	-3%	0%
21	-8%	-1%[57.1 µM]	3%	-5%
22	-22%	-10%[57.1 µM]	-3%	-2%
23	4%	4%	-2%	-9%
24	·	·	-3%	-3%

The results go on:
#	Molecule	LDHA block	Vif-A3F inh	rTrxR1 inhibitor	USP1 inh	IDH1 R132H inh
25	O=C(c1c[nH]c2ccccc12)N1CCN(Cc2ccccc2)CC1	-2	-7%	13%	-18%	-9%
26	CCCn1nc2cc(C(=O)NC3CCc4ccccc43)ccc2c1OCC (stereo not drawn)	0	0%	21%[57.1 µM]	-27%	0%
27	NC(=O)C1CCN(C(=O)Cc2ccc([N+](=O)[O-])cc2)CC1	-3	-1%	-12%	-1%	1%
28	O=C(CSc1nc(=O)n(CCN2CCOCC2)c2c1CCC2)Nc1ccc(OC(F)(F)F)cc1	-3	6%	0%[57.1 µM]	-16%	-3%
29	COc1ccc2c(Cl)c(C(=O)NCc3ccco3)sc2c1	-2	-12%	-17%	-7%	4%
30	COc1ccc(CCC(=O)Nc2ccc(S(=O)(=O)N3CCCC3)cc2)cc1OC	1	-3%	25%	-15%	-11%
31	O=S(=O)(Nc1cccc(Oc2ccc(Cl)cc2)n1)c1ccc(F)cc1	-10	-5%	8%	-24%	-6%
32	CCCCn1c(=O)[nH]c(=O)c2c1nc(-c1ccccc1OC(F)F)n2C	3	-22%	21%	-7%	0%
33	COc1ccc(OC)c(NS(=O)(=O)c2cc3c(cc2Cl)N(C(C)=O)CCO3)c1	5	-1%	18µM*	-12%	2%
34	CCO[C@@H]1OC(C(=O)NCc2nc3ccccc3[nH]2)=C[C@H](c2cn(C(C)=O)c3ccccc23)[C@H]1CCCO	-1	4%	7%[57.1 µM]	-7%	10%
35	O=S(=O)(Nc1ccc(Cl)cc1NS(=O)(=O)c1ccccc1)c1ccccc1	-3	-9%	9%[2.29 µM]	-1%	19%
36	O=C(NCC(=O)N(Cc1ccccc1)C(C(=O)NCC1CCCO1)c1ccccc1)c1cccs1 (stereo not drawn)	0	0%	19%	-1%	-3%

#	RGS4 inh	TrxR1 substrate	GRP78 ERSR act	Vif-APOBEC3G blk
25	9%	4%	-4%	-2%
26	4%	27%[57.1 µM]	-4%	-2%
27	15%	-10%	-1%	0%
28	3%	-2%[57.1 µM]	-3%	-2%
29	-28%	2%	7%	-5%
30	0%	1%	-2%	-10%
31	-5%	-5%	1%	-15%
32	14%	21%	-4%	0%
33	13%	9%[11.4 µM]	-3%	0%
34	1%	-10%[57.1 µM]	-3%	-13%
35	8%	5%[2.29 µM]	-8%	-16%
36	3%	-3%	-2%	-5%

Continued.
#	Molecule	LDHA block	Vif-A3F inh	rTrxR1 inhibitor	USP1 inh	IDH1 R132H inh
37	CN(C)S(=O)(=O)c1ccc(C(=O)Nc2ccnn2C2CCCCC2)cc1	-5	·	-14%	-24%	2%
38	O=C(CSCc1ccc(Cl)cc1)Nc1ccccc1C(=O)N1CCOCC1	-7	-5%	3%	-11%	1%
39	COc1ccc(CNC(=O)C2CCN(S(=O)(=O)N3CCCC3)CC2)cc1	-17	5%	4%	-17%	0%
40	Cc1nn(-c2ccccc2)c2sc(C(=O)OC3CCOC3=O)cc12 (stereo not drawn)	-7	0%	-13%	-11%	-3%
41	COc1ccccc1C(CNC(=O)c1cccc(NS(=O)(=O)c2ccc(C)c(F)c2)c1)N(C)C (stereo not drawn)	-1	-8%	1%	-13%	6%

#	RGS4 inh	TrxR1 substrate	GRP78 ERSR act	Vif-APOBEC3G blk
37	13%	-5%	-3%	-1%
38	-3%	22%	4%	2%
39	14%	-5%	2%	-5%
40	1%	80%[activator]	-6%	-1%
41	5%	1%	-3%	-1%
